Assay outcomes as filed in PubChem.
BaF3 parental: reduces parental Ba/F3 cell viability, JAK2V617F counter-screen; AID 1486; inhibition, % at 5.6 µM; CellTiter-Glo ATP luminescence; 1.1% of 220,000 active;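 active = inhibition above a per-campaign cutoff, the mean inhibition of all tested compounds plus 3 SD, cut at about 27% in these data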;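 note: 0% = DMSO wells and 100% = JAK Inhibitor I control wells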
S1P4 agonist: agonists of human S1P4 receptor; 0.35% of 220,000 active; O95977; activation, % at 4.98 µM; S1P4-expressing cell line, agonist reporter assay; in the data active = activation above about 11%;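 note: 0% = DMSO vehicle and 100% = reference agonist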
Ba/F3 V617F tox: loss of viability in JAK2V617F-driven Ba/F3 cells; Ba/F3 EpoR-JAK2V617F viability, ATP luminescence; inhibition, % at 5.6 µM; 1.1% of 220,000 active; AID 1446;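 active = inhibition above the campaign mean plus 3 SD over all tested compounds, cut at about 24% in these data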;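 note: cytokine-independent growth of Ba/F3 cells driven by EpoR plus mutant JAK2; 0% = DMSO-treated cells and 100% = JAK inhibitor I control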
NPY Y1 blocker: blocks the human neuropeptide Y Y1 receptor; inhibition, % at 3.6 µM; AID 1040; 1% of 200,000 active; P25929; HEK293-CNG Y1 cells, membrane potential fluorescence; NPY at EC95, then isoproterenol;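 active = inhibition above the campaign mean inhibition of all tested compounds plus 3 SD, cut at about 20% in these data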;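 note: 0% = DMSO wells given NPY plus isoproterenol and 100% = isoproterenol alone without NPY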
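Assay system: HEK293 cells with Y1 receptor plus CNG channel | Probe or stimulus: NPY (25 nM), isoproterenol (1 µM), Ro 20-1724 (25 µM) | Timing: Compound incubation 1 h at room temperature, readout 45 min post-stimulation | Measured by: Membrane-potential fluorescent dye readout | Benchmarks: High control isoproterenol alone, low control NPY with isoproterenol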
NPY-Y1 PAM-ag: human NPY-Y1 potentiation or agonism, primary screen. NPY-Y1 expressing cells, potentiator/agonist activation. activation, % at 3.6 µM. 0.37% of 220,000 active. AID 1304; in the data active = activation above about 33%, passing the limit was not always enough;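 note: cells stimulated with NPY at EC10 then isoproterenol at EC100; 0% = low agonist plus stimulus and 100% = saturating agonist plus stimulus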
CHOP inhibitor: CHOP inhibition in unfolded protein response; inhibition, % at 10 µM; AID 2732; 3.8% of 220,000 active; CHO-K1 CHOP-promoter luciferase, tunicamycin-induced, 15-18 h;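 active = compounds that reduced the stress-induced luciferase reporter signal by more than about 70% of percent inhibition, limit read from the data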;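 note: 0% = tunicamycin plus vehicle and 100% = wells without tunicamycin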
NPY2 pot ag: potentiates or activates human NPY-Y2 receptor. P49146. cells expressing NPY-Y2, potentiator/agonist read-out. activation, % at 3.6 µM. 0.45% of 220,000 active; in the data active = activation above about 27%;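 note: cells stimulated with NPY near EC25 plus isoproterenol at EC100; 0% = vehicle plus submaximal agonist and 100% = vehicle plus saturating agonist; some results beyond the cut were filed as inactive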
Target sequence (P49146 whole entry, looked up): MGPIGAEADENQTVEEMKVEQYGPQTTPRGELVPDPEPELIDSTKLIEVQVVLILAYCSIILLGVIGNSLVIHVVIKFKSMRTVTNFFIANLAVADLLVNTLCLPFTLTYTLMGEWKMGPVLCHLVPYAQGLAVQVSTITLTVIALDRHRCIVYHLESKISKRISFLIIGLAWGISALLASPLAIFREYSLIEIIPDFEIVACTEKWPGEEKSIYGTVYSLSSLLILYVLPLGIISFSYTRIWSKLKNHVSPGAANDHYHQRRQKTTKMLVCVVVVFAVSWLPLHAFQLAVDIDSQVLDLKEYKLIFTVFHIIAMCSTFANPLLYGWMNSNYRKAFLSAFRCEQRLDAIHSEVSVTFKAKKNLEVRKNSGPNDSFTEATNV
NCF1 inh: p47phox (human) inhibition; 0.53% of 220,000 active; P14598; inhibition, % at 24.7 µM; p47phox/p22phox peptide binding, fluorescence polarization, 2 h; AID 1274;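 active = inhibition above about 30%, limit read from the data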;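 note: 0% = p47phox with labelled peptide and 100% = labelled peptide alone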
Target sequence (P14598 whole entry, looked up): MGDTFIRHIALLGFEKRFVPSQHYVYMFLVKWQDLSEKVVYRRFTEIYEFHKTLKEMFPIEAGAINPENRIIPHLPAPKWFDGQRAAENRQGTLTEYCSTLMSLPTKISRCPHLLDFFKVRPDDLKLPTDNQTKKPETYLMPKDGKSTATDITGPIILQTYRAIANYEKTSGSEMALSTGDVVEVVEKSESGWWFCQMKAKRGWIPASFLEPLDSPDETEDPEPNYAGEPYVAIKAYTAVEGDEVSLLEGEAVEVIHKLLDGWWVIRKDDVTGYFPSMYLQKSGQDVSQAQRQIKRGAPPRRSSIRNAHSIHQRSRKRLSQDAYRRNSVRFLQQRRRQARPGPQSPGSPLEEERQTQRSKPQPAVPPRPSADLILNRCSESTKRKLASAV
S1P4 antagonist: antagonists of human S1P4 receptor. O95977. S1P4-expressing cells, antagonist mode, reporter read-out. inhibition, % at 4.98 µM. 0.26% of 220,000 active. AID 1510; in the data active = inhibition above about 29%;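 note: 0% = wells stimulated with agonist and 100% = vehicle wells without agonist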
Active calls of the source: *; nt = no result given. Compounds as they come, and some 7.1% of all compounds hit somewhere here.

The line under a structure holds: BaF3 parental	S1P4 agonist	Ba/F3 V617F tox	NPY Y1 blocker	NPY-Y1 PAM-ag	CHOP inhibitor	NPY2 pot ag	NCF1 inh	S1P4 antagonist
- O=C(CSc1nnnn1-c1ccc(F)cc1)NCc1cccs1
 : 4	0.5	2	2	18	-4	-8	3	-4
- COC(=O)c1c(NC(=O)C2CCCCC2C(=O)O)sc2c1CCCCC2 (stereo not given)
 : 12	1.2	-1	89*	0	-25	-5	-9	6
- CC1=NN2C(=N)/C(=C\c3ccc(SCc4ccccc4)o3)C(=O)N=C2S1
 : 2	-0.7	-4	3	1	4	-3	-86	14
- COc1ccc(-c2cc3ccccc3n2CC(O)CN2CCC(C)CC2)cc1 (stereo not given)
 : 1	0.4	-2	9	3	28	5	-30	-4
- Cc1cccc(C)c1NC(=O)CC(NCc1ccco1)C(=O)O (stereo not given)
 : 2	0.5	0	-2	12	36	1	-2	-6
- C=CCSc1nnc(C)c(/C=C/Nc2ccc(Cl)cc2)n1
 : -3	-0.5	0	2	-2	62	8	-26	-15
- COc1ccccc1NC(=O)Cn1c(=O)sc2ccccc21
 : 3	-1.3	2	5	9	0	-6	-7	4
- CCCOc1nc2ccccc2cc1/C=C/C(=O)O
 : 2	1.3	3	-3	7	10	-3	-4	0
- CCOC(=O)/C(C(=O)Nc1ccccc1Br)=C1/NC(C)(C)Cc2ccccc21
 : 1	2.1	-3	8	-7	6	12	-14	-4
- CCCCc1nc2ccccc2n2cc3c(=O)n(C)c(=O)n(C)c3c12
 : 1	4.4	-5	2	13	nt	-4	nt	-18
- N#C/C(=C/c1ccc(N2CCOCC2)o1)c1ccc(Br)cc1
 : 62*	2.0	58*	-3	5	26	2	-122	0
- O=C(Nc1cccc(NC(=O)C2CC2)n1)C1CC1
 : 8	-1.4	-3	-2	11	4	16	-3	-20
- Cn1cc(CNCC2CCCO2)c(-c2ccc(Oc3ccccc3)cc2)n1 (stereo not given)
 : 7	0.1	2	8	-4	26	-8	-2	-2
- COc1cc(C2Nc3ccc4ncccc4c3C3=C2C(=O)CC(C)(C)C3)cc(OC)c1O (stereo not given)
 : 7	-1.2	0	-4	14	-43	4	-5	-9
- O=C(COC(=O)c1ccccn1)Nc1cccc(Cl)c1
 : 1	-0.4	-3	-4	14	12	8	36*	-8
- Oc1ccc(Br)cc1/C=N/N1CCN(Cc2ccccc2)CC1
 : 4	-0.9	-2	12	-29	52	-9	-10	2
- Cc1ccc2c(CC(=O)N3CCN(c4ccccc4)CC3)coc2c1
 : 0	-0.1	-4	2	-18	27	-10	-1	-18
- Cc1ccccc1-n1c(-c2csc(C)c2C)n[nH]c1=S
 : 4	-0.7	3	0	6	26	15	6	-22
- N/C(=N/OS(=O)(=O)c1ccc([N+](=O)[O-])cc1)c1ccncc1
 : 5	0.6	1	-5	18	14	-1	-1	-4
- O=c1cc(N2CCc3ccccc3C2)[nH]c(=O)n1-c1ccc(Cl)cc1
 : 4	-2.6	-1	-4	-14	26	5	-9	0
- Cc1cccc(C)c1NC(=O)CC(NCCc1ccccc1)C(=O)O (stereo not given)
 : 3	1.4	-2	3	2	-9	4	-7	-12
- CC(Sc1cccc[n+]1[O-])C(=O)Nc1cccc([N+](=O)[O-])c1 (stereo not given)
 : 2	-0.2	-5	2	2	7	2	-1	-30
- Cc1nc(C(=O)NC(C)C)nn1-c1cc(Cl)cc(Cl)c1
 : 2	2.3	0	-1	6	9	3	6	-8
- O=C(c1cccc([N+](=O)[O-])c1)n1nc(-c2ccccc2)nc1NCc1ccccc1
 : 10	0.4	3	2	-25	4	-4	-4	-12
- Cn1c(SCC(=O)N2CCCCC2)nc2cccnc21
 : 2	-0.3	-1	-2	-7	18	9	-7	-22
- O=C(CSc1nnc(-c2ccc(O)cc2)n1Cc1ccccc1)NNC(=O)c1ccc(Br)cc1
 : 5	-0.2	0	0	-26	0	-7	-23	-41
- CC(C)CC(NC(=O)c1ccccc1)C(=O)OCC(=O)Nc1ccc(Br)cn1 (stereo not given)
 : 2	0.9	1	-2	3	44	11	-13	-16
- C=CCNC(=O)c1ccc(Cl)cc1Cl
 : 4	0.6	3	0	-14	18	7	-6	-25
- CCn1c(C)c(C2=CCN(S(=O)(=O)c3ccccc3)CC2)c2ccccc21
 : 5	-0.1	-1	1	-10	38	2	-132	-12
- O=C(CNC(=O)c1cccc(F)c1)N/N=C/c1cc(Br)ccc1OCc1ccccc1
 : 3	1.0	-1	1	0	49	-1	-10	-12
- O=C(Nc1cccc(Cl)c1)NC1CC2CCC(C1)N2Cc1cccs1 (stereo not given)
 : 6	0.8	0	-8	16	11	2	-10	13
- O=C(Nc1ccccc1OC(F)F)C1CCCN1C(=O)c1cccs1 (stereo not given)
 : 3	2.6	0	-5	-8	26	17	-10	-19
- COCCN(Cc1cc2cc(C)ccc2nc1Cl)C(=O)Nc1ccccc1C
 : -1	0.8	-2	7	11	49	0	-6	6
- COc1ccc(CN(C)CC(=O)Nc2ccccc2C(F)(F)F)c(OC)c1
 : 7	0.0	-3	1	-5	25	8	-4	-7
- CCN1CCN(c2nc(Nc3cc(OC)ccc3OC)nc(Nc3cc(OC)ccc3OC)n2)CC1
 : 1	-0.7	-2	nt	18	-6	4	-31	-15
- COc1cc(/C=N/NC(=O)CN2CCOCC2)ccc1OCc1ccccc1
 : 3	3.7	-1	5	-36	-24	-10	-7	-6
- COc1ccccc1C(=O)NNC(=O)c1ccccc1F
 : 7	-0.2	-1	-1	-12	5	1	-23	-12
- CCCCCCCCNC(=O)/C(C#N)=C/c1ccccc1[N+](=O)[O-]
 : 6	-0.1	-2	9	9	94*	18	7	-9
- CS(=O)(=O)N(Cc1ccc(Cl)cc1)c1ccc(C(=O)NCCSCc2ccco2)cc1
 : 4	0.9	-3	-5	23	37	23	-9	6
- CCOC(=O)CSc1n[nH]c(NC(=O)NC(C)C)n1
 : 4	3.2	1	7	2	2	2	-6	-11
- CC(C)Cc1nc(N2CCN(C(=O)c3ccco3)CC2)c(C#N)c2c1CCC2
 : 6	1.8	1	3	-33	1	-12	-15	7
- O=C(Nc1nccc(-c2cccs2)n1)c1ccccc1Cl
 : 2	0.1	-4	-5	-9	-9	-4	3	-11
- COc1ccc(-c2n[nH]c(=S)n2/N=C/C=C\c2ccccc2OC)cc1
 : 2	-1.7	-4	0	1	22	2	12	-3
- O=S(=O)(Nc1ccc(N=Nc2ccc(O)c3ccccc23)cc1)c1ccccc1
 : 6	-1.8	-1	-13	73*	89*	62*	-63	-8
- Cc1cccn2c(=O)c(C=O)c(N3CCC4(CC3)OCCO4)nc12
 : -7	0.7	4	nt	-5	-1	-10	-3	-10
- N/C(CC(=O)Nc1cccc(C(F)(F)F)c1)=N/O
 : 4	-1.2	-1	-1	-13	13	-4	-5	3
- CCc1nc(SCC(=O)c2cccs2)c2oc3ccccc3c2n1
 : 6	-1.3	1	1	-48	14	-22	-6	-12
- COc1cc(C2C(C#N)=C(SC)NC3=C2C(=O)CCC3)ccc1O (stereo not given)
 : -5	2.4	1	nt	16	-6	-3	-12	1
- O=C(/C=C/c1c(Cl)cccc1Cl)Nc1ccncc1
 : 1	0.6	0	7	-25	50	-10	-13	1
- COc1cc(SC#N)ccc1N=Cc1c(C)[nH]n(-c2cccc3ccccc23)c1=O
 : 4	-2.3	-1	5	-16	21	9	-48	3

Other compounds:
The line under a structure holds: BaF3 parental	S1P4 agonist	Ba/F3 V617F tox	NPY Y1 blocker	NPY-Y1 PAM-ag	CHOP inhibitor	NPY2 pot ag	NCF1 inh	S1P4 antagonist
- O=C(O)C1=C(OCc2ccc(F)c(F)c2)C(=O)NCC1
 : 8	0.1	2	-2	21	20	8	2	-11
- CCOC(=O)c1c(NC(=O)c2c(C(=O)O)cccc2[N+](=O)[O-])sc(C)c1C
 : 3	-0.7	-4	3	2	-21	5	-6	-19
- CC(=O)N1CCN(c2ccc(NC(=S)NC(=O)c3ccc(C)c([N+](=O)[O-])c3)cc2)CC1
 : 6	-0.4	-3	nt	-12	11	0	-4	10
- CCOc1ccc(Nc2nc(Cl)nc(N3CCN(c4ccc(OC)cc4)CC3)n2)cc1
 : 1	0.6	-2	6	-13	72*	2	-3	-21
- CCC(C)(C)n1nnnc1C(c1cc2ccc(OC)cc2[nH]c1=O)N1CCc2ccccc21 (stereo not given)
 : 1	1.2	-1	4	-5	53	-6	-79	-12
- N#Cc1cc([N+](=O)[O-])ccc1Oc1cccc(/C=N/NC(=O)c2cccc(Cl)c2)c1
 : 1	0.6	-3	0	3	3	6	-30	4
- CC(C)NC(=O)CSc1ccccc1C(=O)NCc1ccc2c(c1)OCO2
 : -2	-2.0	-3	-3	-21	14	22	-1	-9
- Cc1cccnc1Nc1nc(-c2ccc(O)cc2)cs1
 : 5	0.2	-2	-4	-14	21	-3	-9	-2
- Cc1cc(NC(=O)c2noc3c2CCCC3)nn1Cc1ccc(Cl)cc1
 : 0	2.0	-3	15	-25	51	14	-6	6
- COc1ccc(C2C(C(=O)N3CCN(c4ccccn4)CC3)CCC(=O)N2c2cc(OC)c(OC)c(OC)c2)cc1 (stereo not given)
 : -2	-0.4	-2	3	16	-6	12	-6	-11
- Cc1cccc(OCCNc2ccc(C(F)(F)F)cc2[N+](=O)[O-])c1
 : 2	5.2	-2	3	5	21	2	-7	-18
- CCCS(=O)(=O)c1nc(S(=O)(=O)c2ccc(C)cc2)c(NCCCN(C)C)s1
 : 8	0.5	3	2	-2	12	-17	2	-23
- CCN(C(=O)Cn1nc(C(=O)O)c2ccccc2c1=O)C1CCCCC1
 : 1	-0.8	-1	2	-9	15	4	-9	-13
- O=C(NCc1ccco1)c1ccc(Cl)c(S(=O)(=O)N2CCc3ccccc32)c1
 : 5	-0.8	1	1	6	19	8	-11	-24
